Screening results as filed in PubChem.
VEEV TC-83 Vero: inhibitors of VEEV TC-83 cytopathic effect, confirmation, Vero cells (AID 588727) | Vero cells, VEEV TC-83 cytopathic effect inhibition; higher % means a stronger effect | inhibition, % at 20 µM; hits with a dose series show IC50 in µM | 350,000 tested, 0.13% active; in the data active = a potency from the dose series; inconclusive = inhibition mostly from about 14% at the one dose, without a potency; inactive = the rest, 99 in 100 with inhibition below about 12%; also: strong numbers were not always called active
M. tuberculosis HTS: M. tuberculosis growth inhibition, HTS (AID 449762); M. tuberculosis H37Rv growth inhibition, 7H9 media; higher % means a stronger effect; inhibition, % at 25 µM; hits with a dose series show IC50 in µM; 330,000 tested, 0.59% active; in the data active = a potency from the dose series; inconclusive = inhibition above about 70% without an active follow-up result;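 also: bacterial growth assessed after seven days of incubation; strong numbers were not always called active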
M. tuberculosis: growth inhibition of non-replicating M. tuberculosis (AID 488890); Mycobacterium tuberculosis non-replicating, growth inhibition; higher % means a stronger effect; inhibition, % at 25 µM, or IC50 in µM where a hit was titrated; 320,000 tested, 0.39% active; in the data active = a potency from the dose series; inconclusive = inhibition mostly from about 82% at the one dose, without a potency; inactive = the rest, 99 in 100 with inhibition below about 76%;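 also: plate controls were DMSO cells for no effect and high antibiotic wells for full effect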
PhoP GFP inhibition: PhoP regulon inhibitors, Salmonella typhi PhoP promoter GFP reporter, confirmatory (AID 1850). Salmonella Typhi PhoP-promoter GFP reporter, fluorescence, 4 h; higher % means a stronger effect. one-dose inhibition, % at 50 µM; IC50 in µM for titrated hits. 310,000 tested, 0.33% active; in the data active = a potency from the dose series; inconclusive = inhibition mostly from about 25% at the one dose, without a potency; inactive = the rest, 99 in 100 with inhibition below about 19%;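 also: 0% = induced wells with vehicle and 100% = uninduced wells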
H1N1 NS1A inhibition: NS1A inhibition, H1N1 influenza, cell based functional assay (AID 504329) | NS1A functional cell-based assay, percent inhibition; higher % means a stronger effect | one-dose inhibition, % at 12.5 µM; IC50 in µM for titrated hits | 340,000 tested, 0.3% active; in the data active = a potency from the dose series; inconclusive = inhibition above about 27% without an active follow-up result; also: strong numbers were not always called active
VEEV TC-83 Vero 10K pilot screen: second read-out of VEEV TC-83 Vero, no call of its own (marks repeat the call); inhibition, %; measured here: 10K pilot screen inhibition
The depositor's hits bear a star; i = inactive; ? = inconclusive; . = no result given; & = joins results of further samples.

SMILES	VEEV TC-83 Vero	M. tuberculosis HTS	M. tuberculosis	PhoP GFP inhibition	H1N1 NS1A inhibition	others
Cc1ccc(S(=O)(=O)Nc2ccccc2CNc2ccc(Br)cn2)cc1	i	5%	58%	-10%	-5%
Cc1ccc(S(=O)(=O)N2C(=O)C(C)SC2=Nc2ccccc2)cc1 (stereo unspecified)	i	-8%	-16%	-6%	-3%
Clc1nc(-c2n[nH]nc2Cl)n[nH]1	i	-6%	.	22%	1%
O=C(CN1C(=O)c2ccc([N+](=O)[O-])cc2C1=O)NCC1CCCO1 (stereo unspecified)	0.6%	1%	-5%	-3%	11%
Cc1cc(C)cc(N(CC(=O)Nc2ccc(C)cc2Cl)S(=O)(=O)c2c(C)[nH]c(=O)[nH]c2=O)c1	1.9%	11%	28%	-16%	-1%
C=CC[n+]1c(/C=C/c2ccc(OC(C)=O)c(OC)c2)ccc2ccccc21	0.9%	4%	32%	-5%	20%
C#CCOCCOCCOCCNc1nc(N2CCN(C(=O)CCCCCCCCCCNC(=O)[C@H]([C@@H](C)CC)n3cc(CCCCN=C(N)N)nn3)CC2)nc(N2CCN(C(=O)CCCCCCCCCCNC(=O)[C@H](CCCN=C(N)N)n3cc(C[C@@H](C)CC)nn3)CC2)n1	.	?	?	?	.
COc1ccccc1Nc1nc(=O)[nH]nc1C	1.8%	-4%	-17%	-3%	-1%
COc1ccc(CCNS(=O)(=O)c2cccc(C(=O)O)c2)cc1OC	0.1%	-2%	-10%	-5%	1%
CCOC(=O)c1c(NC(=O)CN2CCCCC2)sc2c1CCC(C=O)=C2Cl	5.3%	?	62%	5%	8%
CCC1CCCCN1C(=S)Nc1ccc(S(=O)(=O)Nc2ncccn2)cc1 (stereo unspecified)	0.7%	8%	33%	-3%	-1%
COc1cc(NC(=O)Cc2ccccc2)nc(OC)n1	4.2%	3%	9%	-8%	1%
CC1CCCN(c2ccc(C(=O)NCc3ccco3)cc2[N+](=O)[O-])C1 (stereo unspecified)	0.8%	-9%	40%	-24%	9%
CCOC(=O)c1ccc(NC(=O)C2CCN(S(=O)(=O)c3ccccc3)CC2)cc1	1.3%	11%	26%	11%	6%
COc1cc(C2C(C(=O)c3ccco3)=C(O)C(=O)N2Cc2ccccc2)ccc1O (stereo unspecified)	0.4%	1%	10%	6%	5%
COCCn1c(C)cc(C(=O)CSc2cc(C)c3ccc(OC)cc3n2)c1C	8.7%	-3%	-2%	2%	2%
CCOC(=O)N1CCC(NC(=O)c2sc3nc4n(c(=O)c3c2C)CCCC4)CC1	7.8%	3%	-1%	1%	4%
CNC(=O)/C(C#N)=C/c1ccc(-c2ccc(OC)cc2[N+](=O)[O-])o1	6.8%	-3%	-16%	-17%	12%
CCOC(=O)C1CCCN(C(=O)COc2ccc(S(=O)(=O)N3CCOCC3)cc2)C1 (stereo unspecified)	1.1%	7%	-3%	.	-10%
COc1cc(NC(=O)c2[nH]c(C)c(C(C)=O)c2C)cc(OC)c1OC	2.9%	-1%	-13%	-1%	7%
O=C(NC(=S)Nc1cccc2c(O)cccc12)c1ccccc1[N+](=O)[O-]	7.7%	0%	2%	-2%	-10%
O=C(O)C1CC(=O)N(c2ccc(F)c(F)c2)C1 (stereo unspecified)	0.3%	4%	-12%	9%	-25%
COc1ccc(-c2csc3nc(C(C)C)oc(=O)c23)cc1OC	1.6%	-5%	45%	2%	9%
Cc1noc(C)c1CSc1nc2sc(C)c(C)c2c(=O)n1C1CCCC1	i	8%	10%	-1%	1%
Cn1cccc1C(=O)N/N=C/c1c(Cl)cccc1Cl	i	6%	13%	10%	0%
CCCc1cc2c(=O)c(-c3cscn3)c(C(=O)OCC)oc2cc1O	4.1%	-4%	3%	7%	-2%
Clc1ccccc1CN1CCSCC1	1.7%	2%	-4%	6%	-13%
O=C(NCCc1ccccc1)C(=O)NCC1OCCN1S(=O)(=O)c1ccc(Cl)cc1 (stereo unspecified)	0.1%	-7%	12%	-6%	4%
Cc1cc(C)c(CNC(=O)c2cc(C3CC3)nc3c2cnn3C(C)C)c(=O)[nH]1	9.0%	7%	-2%	.	3%
CN(C)S(=O)(=O)c1ccc(C(=O)Nc2ccccn2)cc1	0.2%	3%	-3%	-13%	-11%
O=C(NCC1CCCO1)C(=O)NCC(c1ccco1)N1CCN(c2ccccc2F)CC1 (stereo unspecified)	i	-3%	-5%	-1%	-3%
CC(C)CNC(=S)NNC(=O)c1csc2c1CCCC2	3.9%	2%	24%	-6%	6%
CCCCCc1cc(=O)oc2c(C(CCN(CC)CC)c3ccc(N(C)C)cc3)c(OC)cc(OC)c12 (stereo unspecified)	i	?	?	0%	9.2µM*
O=C(c1ccc(C(F)(F)F)cc1)C1CCCN(C(=O)CCn2cncn2)C1 (stereo unspecified)	0.1%	6%	-3%	3%	-4%
O=C(NCc1cccnc1)NC1(C(F)(F)F)Oc2ccc(Cl)cc2O1 (stereo unspecified)	i	?	.	19%	1%
COCCCn1c(N)c(-c2nc3ccccc3n2C)c2nc3ccccc3nc21	i	?	?	-14%	-63%
CC(=O)OCC(=O)c1c[nH]c2ccccc12	0.3%	-11%	-9%	-6%	10%
CCCOC1CCCN(C(=O)c2cc(COc3ccc(F)c(F)c3)on2)C1 (stereo unspecified)	0.2%	14%	22%	-2%	9%
Cc1ccnc(NC(=O)c2ccc(C(=O)c3ccccc3)cc2)c1	10%	?	-1%	3%	2%
CC(C)CC(=O)Nc1cc(C(F)(F)F)ccc1N1CCOCC1	4.4%	18%	-2%	-3%	4%
CN1CCCC1CCNC1C2CC3CC(C2)CC1C3 (stereo unspecified)	1.3%	-4%	-13%	-5%	7%
CCN1CNC(=S)N(c2cccc(C)c2C)C1	i	-3%	11%	16%	-6%	VEEV TC-83 Vero 10K pilot screen=1.8
CC(C)CCC(C(=O)O)C(C)CC(=O)NNC(=O)c1ccco1 (stereo unspecified)	0.9%&0.4%	-1%&-9%	-9%&0%	6%&13%	11%&-9%
Cc1ccc(S(=O)(=O)NC(C)CCc2ccccc2)cc1C(N)=O (stereo unspecified)	0.9%	1%	23%	-11%	4%
CCOC(=O)c1nn(-c2ccc(Br)cc2)cc1C(=O)c1cccc2ccccc12	7.9%	1%	9%	-2%	-6%
Cc1cc(NC(=O)CSc2nc(C)c(C)c(=O)[nH]2)no1	1.8%	-4%	0%	-7%	-4%
CN(C)S(=O)(=O)n1cnc([C@@H]2[C@H]3C(=O)OC[C@@H]3C[C@@]23N=CN(Cc2ccccc2)C3=O)c1	1.5%	-2%	-11%	.	-7%
CCN1C(=O)[C@H]2[C@@H](c3ccc(SC4CCCCC4)c(OC)c3)N[C@@](Cc3ccccc3)(C(=O)OC)[C@H]2C1=O	0.7%	-7%	7%	-2%	11%
CCN1C(=O)CS/C1=N\S(=O)(=O)c1ccccc1	0.3%	5%	1%	12%	-11%
CCOC(=O)C1(C(=O)OCC)COC(=O)C2(CC)OC21 (stereo unspecified)	7.9%	.	.	.	-1%

The list goes on (two carried over from the part before).
SMILES	VEEV TC-83 Vero	M. tuberculosis HTS	M. tuberculosis	PhoP GFP inhibition	H1N1 NS1A inhibition	others
CCN1C(=O)CS/C1=N\S(=O)(=O)c1ccccc1	0.3%	5%	1%	12%	-11%
CCOC(=O)C1(C(=O)OCC)COC(=O)C2(CC)OC21 (stereo unspecified)	7.9%	.	.	.	-1%
CCOC(=O)c1ccc(OCC2NCCc3cc(OC)c(OC)cc32)cc1 (stereo unspecified)	3.6%	-6%	-5%	-4%	-2%
Cc1oc2nc(SCC(=O)NCCCO)nc(N)c2c1C	1.4%	0%	-11%	-6%	0%
CCCCn1c(-c2ccccc2C)nc2cc3[nH]c(=O)c(C(C)C)nc3cc21	7.0%	?	70%	8%	-3%
CC(C)(C)NC(=O)NC(=O)COC(=O)CCC1CCCC1	4.8%	-6%	48%	24%	-3%
CCCOc1ccc(C2=CSC3=NCCN23)cc1Cl	i	-1%	44%	40%	-15%
Cc1ccc(-c2nnn(CC(=O)N3CCCCC3)n2)o1	0.0%	9%	20%	-39%	-2%
COc1ccc(N(C(=O)CCl)C(C(=O)NC2CCCCC2)c2cccnc2)cc1 (stereo unspecified)	?	-3%	64%	0%	4%
Cc1ccccc1CN1CCN(Cc2ccccc2)CC1	i	-6%	34%	-10%	-15%
Cc1ccc(-c2nnc(CSc3nnc(C)s3)o2)cc1	1.6%	-5%	77%	-9%	6%
COc1ccccc1NC(=O)c1ccccc1SC	1.9%	49%	-5%	18%	-8%

3 compounds drawn at random from those above, as already listed:
SMILES	VEEV TC-83 Vero	M. tuberculosis HTS	M. tuberculosis	PhoP GFP inhibition	H1N1 NS1A inhibition	others
CC(C)(C)NC(=O)NC(=O)COC(=O)CCC1CCCC1	4.8%	-6%	48%	24%	-3%
COc1ccc(N(C(=O)CCl)C(C(=O)NC2CCCCC2)c2cccnc2)cc1 (stereo unspecified)	?	-3%	64%	0%	4%
Cc1ccc(-c2nnn(CC(=O)N3CCCCC3)n2)o1	0.0%	9%	20%	-39%	-2%

More structures follow:
SMILES	VEEV TC-83 Vero	M. tuberculosis HTS	M. tuberculosis	PhoP GFP inhibition	H1N1 NS1A inhibition	others
O=C(Nc1nc2c(F)cc(F)cc2s1)C1CCN(C(=O)c2ccc(F)cc2)CC1	2.7%	10%	20%	-4%	-12%
Cc1cc(C(=O)NNC(=O)COc2ccccc2Cl)n[nH]1	i	5%	-1%	13%	8%
CC(=O)Nc1ccc(NC(=O)C/C(C)=N/NC(=O)COc2cc(C)c(Br)cc2Br)cc1	1.3%	-1%	-17%	-6%	-1%
COc1ccc2cc3c(N)nn(C(=O)c4ccccc4Cl)c3nc2c1	7.7%	5%	41%	-2%	0%
O=C(CSc1ncn[nH]1)NC1CCCc2ccccc21 (stereo unspecified)	3.1%	1%	-5%	-9%	-2%
COc1cccc(C(=O)C2CCCN(C3CCOCC3)C2)c1 (stereo unspecified)	0.9%	7%	4%	-5%	-10%
Cc1ccc(NC(=O)c2sccc2C)cc1[N+](=O)[O-]	2.4%	16%	10%	64%	27%
COC(=O)c1cc(S(=O)(=O)N2CCN(Cc3ccccc3)CC2)c[nH]1	i	-3%	9%	-6%	2%
COc1ccc(-n2nc3cc(C)c(N)cc3n2)cc1Cl	1.5%	7%	11%	0%	15%
Cc1cc(CC(=O)O)c(C)cc1CC(=O)O	3.4%	-9%	-15%	-6%	3%
O=c1[nH]c(Nc2ccccc2Cl)cc2ccccc12	1.5%	-6%	1%	-7%	-1%
O=C(Nc1ccccc1F)c1cc(S(=O)(=O)N2CCOCC2)ccc1N1CCOCC1	0.2%	.	.	.	-10%
COc1ccccc1NC(=O)c1ccc(-n2cncn2)nc1	0.8%	-3%	-4%	-5%	-13%
CN(CC(=O)Nc1ccc(Cl)cc1)C(=O)c1ccc(COc2ccccc2)cc1	2.5%	-6%	26%	.	-7%
COc1ccc(C(=O)CC(c2ccccc2)C2CCCCC2=O)cc1 (stereo unspecified)	1.6%	48%	4%	-7%	-4%
COc1ccc(CNC(=O)C2CCCN(S(=O)(=O)c3cc(C)ccc3OC)C2)cc1 (stereo unspecified)	0.2%	-8%	9%	-9%	-3%

At a glance, some entries already given:
SMILES	VEEV TC-83 Vero	M. tuberculosis HTS	M. tuberculosis	PhoP GFP inhibition	H1N1 NS1A inhibition	others
Cc1cc(CC(=O)O)c(C)cc1CC(=O)O	3.4%	-9%	-15%	-6%	3%
O=c1[nH]c(Nc2ccccc2Cl)cc2ccccc12	1.5%	-6%	1%	-7%	-1%
O=C(Nc1ccccc1F)c1cc(S(=O)(=O)N2CCOCC2)ccc1N1CCOCC1	0.2%	.	.	.	-10%
COc1ccccc1NC(=O)c1ccc(-n2cncn2)nc1	0.8%	-3%	-4%	-5%	-13%
